# PAFAH1B3 FP inh: inhibitors of human PAFAH1B3; Q15102; inhibition, % at 3.39 µM; hit rate 0.28% among 340,000; recombinant PAFAH1B3, FP-rhodamine probe, fluorescence polarization;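 active = inhibition above the screen-wide average of all tested compounds plus 3 SD, cut at about 25% in these data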;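 also: 0% = enzyme with DMSO only and 100% = wells lacking PAFAH1B3 protein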
# PAFAH1B2 inh: blocks human PAF acetylhydrolase 1b catalytic subunit 2 | hit rate 1.2% among 340,000 | P68402 | inhibition, % at 3.39 µM | AID 492953 | recombinant PAFAH1B2, FP-rhodamine activity probe, fluorescence polarization;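 active = inhibition above the mean of all tested compounds plus 3 SD, cut at about 24% in these data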;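 also: 0% = enzyme with DMSO and 100% = wells lacking PAFAH1B2; many of its hits are not listed in these tables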
# PME-1 inh: PME-1 (human) inhibition; inhibition, % at 5.9 µM; hit rate 0.53% among 320,000; AID 2130; recombinant PME-1, FP-Rh probe fluorescence polarization;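 active = inhibition above the campaign mean of all compounds plus 3 SD, cut at about 26% in these data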;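 also: competitive labeling of PME-1 active site by serine hydrolase directed probe; 0% = PME-1 with DMSO and 100% = wells lacking PME-1 enzyme; inhibitors block probe labeling so polarization falls and inhibition rises; many of its hits are not listed in these tables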
# Fam108B counter: blocks mouse Fam108B hydrolase in RBBP9 counter-screen | recombinant Fam108B, FP-Rh probe fluorescence polarization | inhibition, % at 9.51 µM | hit rate 0.33% among 300,000 | AID 1947;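 active = inhibition above the screen mean inhibition plus 3 SD, computed separately per campaign, cut at about 18% in these data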;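 also: inhibitors lower polarization as less probe binds the enzyme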
# GSTO1 inh: blocks human GSTO1 in RBBP9 counter-screen | P78417 | recombinant GSTO1, activity-based probe fluorescence polarization | hit rate 1.1% among 300,000 | inhibition, % at 5.96 µM;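 active = inhibition above the campaign mean inhibition plus 3 SD, cut at about 35% in these data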;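 also: 0% = GSTO1-1 with DMSO and 100% = wells lacking GSTO1-1 enzyme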
# PAD4 FP inh: blocks human protein arginine deiminase 4; Q9UM07; hit rate 0.41% among 330,000; recombinant PAD4, RCA probe fluorescence polarization; AID 485272; inhibition, % at 6.36 µM;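 active = percent inhibition above a cutoff equal to the mean of all tested compounds plus 3 SD, cut at about 15% in these data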;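 also: 0% = PAD4 with RCA probe and DMSO and 100% = probe without PAD4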
# LYPLA1 inh: blocks human lysophospholipase 1, a PME1 counter-screen; O75608; recombinant LYPLA1, FP-Rh probe fluorescence polarization; inhibition, % at 5.9 µM; hit rate 0.16% among 320,000;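 active = inhibition above the mean of all tested compounds plus 3 SD, set per campaign, cut at about 14% in these data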;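 also: inhibitors block serine hydrolase probe labeling of LYPLA1 so polarization falls; 0% = enzyme with DMSO and 100% = wells lacking LYPLA1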
# Target sequence (O75608 whole entry, looked up): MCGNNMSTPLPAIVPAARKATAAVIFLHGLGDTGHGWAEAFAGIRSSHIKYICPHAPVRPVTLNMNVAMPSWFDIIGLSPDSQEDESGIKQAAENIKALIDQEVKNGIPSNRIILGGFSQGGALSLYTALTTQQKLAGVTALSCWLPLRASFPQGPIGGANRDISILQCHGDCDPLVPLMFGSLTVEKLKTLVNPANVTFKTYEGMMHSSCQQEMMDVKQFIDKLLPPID
# PAFAH2 FP inh: PAFAH2 (human) inhibition; recombinant PAFAH2, FP-rhodamine activity probe, fluorescence polarization; inhibition, % at 3.39 µM; hit rate 0.99% among 340,000;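 active = inhibition above the mean over all tested compounds plus 3 SD, cut at about 30% in these data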;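 also: inhibitors block probe labeling of enzyme so polarization drops; 0% = enzyme with DMSO and 100% = wells lacking PAFAH2 protein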
# pPAFAH FP inh: inhibitors of human plasma PAF acetylhydrolase (pPAFAH). recombinant pPAFAH, FP-rhodamine probe fluorescence polarization. inhibition, % at 3.39 µM. hit rate 1.5% among 330,000. AID 463082;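 active = inhibition above the mean inhibition across the screen plus 3 SD, cut at about 25% in these data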;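 also: inhibitors block binding of the rhodamine activity-based probe so polarization drops; 0% = enzyme with DMSO and 100% = wells lacking pPAFAH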
# Target sequence (Q13093 whole entry, looked up): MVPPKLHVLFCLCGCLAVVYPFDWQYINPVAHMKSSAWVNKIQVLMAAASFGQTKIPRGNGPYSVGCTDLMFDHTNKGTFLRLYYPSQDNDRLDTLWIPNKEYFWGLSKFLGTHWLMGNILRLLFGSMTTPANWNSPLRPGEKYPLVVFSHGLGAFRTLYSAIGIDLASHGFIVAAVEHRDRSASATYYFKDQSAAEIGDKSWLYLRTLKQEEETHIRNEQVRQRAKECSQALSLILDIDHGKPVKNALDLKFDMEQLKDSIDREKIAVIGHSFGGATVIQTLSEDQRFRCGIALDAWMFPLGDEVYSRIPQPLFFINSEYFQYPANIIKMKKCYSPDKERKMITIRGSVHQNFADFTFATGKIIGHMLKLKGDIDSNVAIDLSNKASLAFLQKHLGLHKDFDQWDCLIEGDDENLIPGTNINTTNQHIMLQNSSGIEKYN
# The depositor's hits bear a star; . = not tested or not shown. These rows are one share of the data; the hit share may differ from the screen's.
cpd	smiles	PAFAH1B3 FP inh	PAFAH1B2 inh	PME-1 inh	Fam108B counter	GSTO1 inh	PAD4 FP inh	LYPLA1 inh	PAFAH2 FP inh	pPAFAH FP inh
1	CCc1c(C)nc2cc(-c3cc(OC)cc(OC)c3)nn2c1N1CCCC1	10	-3	4	9	9	-1	0	5	5
2	Cc1ccc(S(=O)(=O)c2cc3c(=O)n4ccccc4nc3n(CCCN3CCOCC3)c2=N)cc1C	9	-4	4	2	3	1	-6	15	11
3	COc1ccccc1CCNC(=O)C(=O)NCC1OCCN1S(=O)(=O)c1ccc(OC)c(OC)c1 (centres undefined)	1	1	-2	2	4	-2	5	-1	5
4	COc1ccc(-c2cc(C)no2)cc1S(=O)(=O)N1CCCN(Cc2ccc(F)cc2)C1	1	6	1	3	-1	3	1	4	3
5	Cc1ccc(Cn2cnc3c(cnn3C(C)(C)C)c2=O)cc1	7	9	-2	0	7	-4	1	2	-1
6	CN(C)NC(=O)c1csnc1-c1c(Cl)cccc1Cl	0	6	0	-4	-2	1	1	-4	5
7	Cc1ccc(C(c2nnnn2CCC(C)C)N2CCN(C)CC2)cc1 (centres undefined)	7	10	4	0	7	0	0	-2	-4
8	CCOc1ccc(CNC(=O)c2cc3oc4ccccc4c3n2C)cc1	1	2	2	1	1	-1	-3	1	-2
9	COc1cccc(-c2nn3c(-c4ccccn4)nnc3s2)c1	2	2	-2	2	-5	-3	5	4	7
10	CC(=O)c1cccc(NC(=O)CN(C)Cc2ccc(OC(F)F)cc2)c1	0	3	1	-1	8	2	0	6	3
11	CN(Cc1ccccc1)CC(O)COc1ccc(CNCCOc2cccnc2)cc1 (centres undefined)	6	3	-1	5	0	-1	2	-3	-1
12	Cc1cc(C)c2cc(C(=O)N3CCC(C(=O)c4ccc(F)cc4)CC3)[nH]c2c1	7	4	-2	-4	6	4	-4	11	8
13	COc1ccc(OC)c(NC(=O)COc2coc(CN3CCc4ccccc43)cc2=O)c1	3	4	2	-7	-1	4	3	-2	8
14	C=CCn1c(SCc2ccc(C#N)cc2)nnc1-c1ccccc1	-3	2	2	-1	0	-3	-2	-3	-1
15	O=C(O)CCN(CCC(=O)O)c1ccccc1	5	4	0	0	-9	2	6	-5	0
16	CCOc1ccc(S(=O)(=O)Nc2ccc(C(=O)N3CC(C)OC(C)C3)cc2)cc1 (centres undefined)	-8	2	1	1	6	-2	2	9	5
17	O=C(NCCN1CCOCC1)c1cc(Sc2cccc(Cl)c2)nc2ccccc12	2	4	4	3	2	3	0	2	13
18	COc1ccc(CCNC(=O)CC2C(=O)NCCN2CC(C)(C)C)cc1 (centres undefined)	0	5	4	1	3	-4	2	7	-1
19	Cc1ccc(-n2c(=O)cc(N3CCCCCC3)[nH]c2=O)cc1	2	2	5	9	0	5	1	-7	2
20	CCOP(=O)(OCC)/C(C#N)=C/c1c[nH]c2ccccc12	-3	-6	8	2	4	-3	1	-3	8
21	O=C(Nc1ccc(S(=O)(=O)N2CCOCC2)cc1)c1ccc(=O)[nH]c1	.	.	-4	1	5	1	0	.	8
22	Cc1nnc(NC(=O)CSc2nnc(CNC(=O)c3ccccc3)n2-c2ccccc2)s1	9	2	4	-5	6	-3	2	2	6
23	Cc1ccc(SCC(=O)N(C)C2CCS(=O)(=O)C2)c(C)c1 (centres undefined)	10	5	.	.	.	-1	.	-4	0
24	O=C(c1nc2ccc(Cl)cn2c1CNCCn1ccnc1)N1CCCCCCC1	-3	0	6	-3	7	-1	-3	4	-1
25	CN1C(=O)S/C(=C/c2ccc(OCc3cccc(C(=O)O)c3)cc2)C1=O	7	9	-2	1	7	0	1	-1	5
26	CCN(CC)N=Nc1ccc(C(=O)O)cc1	19	2	-5	2	2	4	0	-7	2
27	O=C(O)C1=C[C@@H](c2ccc3c(c2)OCO3)C[C@@H](OCCCCO)O1	7	-8	2	0	5	4	-2	-5	7
28	Cc1ccc(-n2nc3c(c2NC(=O)c2c(F)cccc2Cl)CS(=O)(=O)C3)cc1C	-2	6	8	3	-1	-1	-1	7	5
29	CC(C)C(NC(=O)c1cccs1)C(=O)NC1=NCCS1 (centres undefined)	6	-2	3	7	6	0	3	-1	-4
30	O=C(CC(=O)Nc1ccccc1C(F)(F)F)Nc1ccccc1C(F)(F)F	11	0	-1	7	-2	4	-3	-6	0
31	O=C(O)c1ccc(/C=N/Nc2cccc(C(F)(F)F)c2)cc1	12	3	8	4	12	0	2	5	7
32	COc1ccccc1N1CCN(C(=O)c2cc3c(=O)n(C)c4ccccc4c3n2C)CC1	14	8	3	1	2	-4	0	2	-1
33	CC(C)(C)C(=O)COC(=O)c1ccc(N)c([N+](=O)[O-])c1	7	-1	2	0	4	0	-1	6	0
34	COc1ccc(NC(=O)c2ccccc2)cc1	7	-8	3	.	.	1	1	6	-3
35	CC(C)(CNC(=O)Cc1ccc(Br)cc1)N1CCOCC1	-2	8	-3	-1	-5	-1	-2	14	2
36	COc1ccc(Cc2nnc(SCC(=O)Nc3ccc(C)c(C)c3)o2)cc1OC	2	1	4	3	8	0	1	-13	-1
37	CC(C)(C)c1ccc(-c2cc(C(=O)NNC(=O)Nc3ccccc3)c3ccccc3n2)cc1	-30	-10	-82	-39	-48	-1	-45	-45	-38
38	O=C(NCc1ccco1)c1nc2ncccn2n1	9	2	-9	-2	7	11	-4	-10	-4
39	CCC(=O)Nc1ccc2c(c1)nc(CCN1CCCCC1)n2C	2	3	-5	1	0	0	3	9	1
40	CN1CCN(c2nc3ccccn3c(=O)c2C=C(C#N)C#N)CC1	2	1	-6	0	-2	0	1	5	7
41	Cc1cc(C(=O)NNC(=S)NCc2ccccc2)cs1	6	0	-6	1	1	-2	-3	-9	3
42	COc1cc(/C=C2/SC(=S)N(CC(=O)NC(C)(C)C)C2=O)cc(OC)c1OC	-4	-3	-16	-5	3	3	-2	-6	0
43	CCN(C(C)=O)c1nc(CCl)cs1	6	2	-3	1	16	-2	-2	-1	-4
44	O=C(CN(c1ccc(Cl)c(C(F)(F)F)c1)S(=O)(=O)c1ccccc1)N/N=C/c1cccc2c1OCCO2	-20	-12	-40	-28	-21	-2	-34	-21	-10
45	CCCCCn1c(CN2CCN(CCO)CC2)nc2c1c(=O)n(C)c(=O)n2C	3	0	-5	-1	5	-4	-1	-5	-4
46	Cc1ccc(S(=O)(=O)N(C)C)cc1NC(=S)Nc1cccc2ccccc12	2	-1	16	11	8	-7	-12	-2	1
47	CC[N+](C)(C)CC/C=C1/c2ccccc2Sc2ccc(Cl)cc21	.	.	1	-1	6	-2	1	.	1
48	Cn1nc(C(=O)OCC(=O)Nc2ccccc2OC(F)F)c2ccccc2c1=O	7	6	.	.	.	2	.	3	-3
49	Oc1ccccc1C=NCCN=Cc1ccccc1O	2	10	0	3	4	-5	-2	9	3
50	CC(C)(C)NCc1ccc(OCc2cccs2)cc1	9	-1	-7	10	0	5	-2	2	-4
51	O=c1ccc(Cl)nn1-c1ccccc1	9	3	-4	-1	6	-4	1	2	3
52	Cc1ccc(C2(C(F)(F)F)NC(=O)N3CCCN=C3S2)cc1 (centres undefined)	-2	11	5	-2	4	0	5	11	-2
53	COc1ccc(-n2ncc3c2CC(C)(C)CC3NC(=O)CCN2CCCC2=O)cc1 (centres undefined)	4	9	-4	-2	5	-2	3	3	8
54	Cc1cccc(NC(=S)N2CCC(N(C)CC3CCCO3)CC2)c1C (centres undefined)	-11	2	-2	-4	-5	2	2	-2	3
55	COc1ccc(C2NC(=O)NC3=C2C(=O)CCC3)cc1 (centres undefined)	0	1	-2	-2	3	-1	-4	1	1
56	O=C(O)c1cccc(-n2c(-c3cnccn3)n[nH]c2=S)c1	4	-1	-3	3	1	1	-3	10	4
57	COc1cccc(O)c1CN1CCCC(C(=O)c2cccc(C(F)(F)F)c2)C1 (centres undefined)	2	5	-3	1	-3	-3	0	6	4
58	Cc1ccc(-n2nc3c(=O)n(CCCC(=O)N4CCCCC4)nc(C)c3c2C)cc1	12	1	-2	-2	1	1	1	2	4
59	COc1ccc(-c2cc(C(=O)N(C)CC(=O)Nc3cccc(F)c3)c3ccccc3n2)cc1	-2	-1	-12	-9	-15	-1	-6	-3	-7
60	CN(C)C(=O)COc1ccc(S(=O)(=O)c2ccc(OCC(=O)N(C)C)cc2)cc1	1	5	2	0	4	0	0	1	3
